Screens deposited in PubChem by The Scripps Research Institute Molecular Screening Center.
AHR act: human AHR activation; AHR-responsive luciferase reporter cells, luminescence; activation, % at 5 µM; 320,000 tested, 2.5% active; AID 2796; in the data active = activation above about 47%;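 note: 0% = vehicle wells and 100% = reference agonist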
PP5 inh: PP5 (human) phosphatase inhibition; purified PP5c, OMFP substrate fluorescence; inhibition, % at 6.7 µM; 320,000 tested, 0.18% active; AID 1987;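 active = inhibition above the campaign's mean inhibition across all tested compounds plus 3 SD, cut at about 9.5% in these data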;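 note: 0% = DMSO only and 100% = 100 µM cantharidin control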
Target sequence (P53041 whole entry, looked up): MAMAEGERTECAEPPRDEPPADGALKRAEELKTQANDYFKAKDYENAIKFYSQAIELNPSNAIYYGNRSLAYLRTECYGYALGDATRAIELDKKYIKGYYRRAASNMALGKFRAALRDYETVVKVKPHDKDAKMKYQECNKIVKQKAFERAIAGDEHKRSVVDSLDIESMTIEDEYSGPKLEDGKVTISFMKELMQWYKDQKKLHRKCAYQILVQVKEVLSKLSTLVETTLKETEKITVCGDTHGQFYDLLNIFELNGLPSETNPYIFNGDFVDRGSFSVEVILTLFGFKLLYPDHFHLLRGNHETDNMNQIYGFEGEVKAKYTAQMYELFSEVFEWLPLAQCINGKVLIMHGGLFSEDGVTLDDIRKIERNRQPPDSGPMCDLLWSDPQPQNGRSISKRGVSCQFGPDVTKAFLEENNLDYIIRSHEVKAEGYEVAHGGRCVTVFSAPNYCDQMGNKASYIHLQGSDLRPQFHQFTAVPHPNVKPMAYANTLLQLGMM
Fh CTSL1 inh: cathepsin L1 inhibition, PFM18AAP counter-screen. recombinant F. hepatica cathepsin L1, Z-Leu-Arg-MCA fluorescence. inhibition, % at 5.96 µM. 300,000 tested, 0.49% active. AID 1906;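 active = inhibition above the mean of all tested compounds plus 3 SD, set per screening campaign, cut at about 17% in these data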;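 note: 0% = plate median of test compound wells and 100% = 1 µM Z-Phe-Ala-diazomethylketone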
TPT1 inh: C. albicans TPT1 enzyme inhibition; recombinant caTPT1, FP RNA substrate dephosphorylation; inhibition, % at 5 µM; 300,000 tested, 0.81% active; AID 1962;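 active = inhibition above the mean of all tested compounds plus 3 SD, set per screening campaign, cut at about 24% in these data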;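 note: plate controls were DMSO alone for no effect and ferristatin control at 100 nM for full effect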
procasp7 counter: counter-screen for procaspase-3 activators: activators of human procaspase-7; P55210; AID 463210; recombinant procaspase-7, Ac-DEVD-pNA absorbance 405 nm; D23A/D198A/D206A triple mutant, cannot self-cleave; scale: DMSO 0, 5 µM enzyme 100; activation, % at 8.5 µM; 330,000 tested, 0.093% active;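 active = percent activation above the screen-wide mean plus 3 SD, cut at about 25% in these data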
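buffer or medium = Zinc-free HEPES/NaCl buffer, pH 7.4 | material = Procaspase-7 triple mutant (PC-7 D3A) | input = 2 µM procaspase-7 mutant as dispensed | signal = Epi-absorbance of released pNA at 405 nm, two timepoints | timing = 1 h preincubation, 2 h reaction | replicates = singlicate compound testing | evaluation = % activation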
PAFAH2 inh: PAFAH2 (human) inhibition; recombinant PAFAH2, FP-rhodamine activity probe, fluorescence polarization; inhibition, % at 3.39 µM; 340,000 tested, 0.99% active;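 active = inhibition above the mean over all tested compounds plus 3 SD, cut at about 30% in these data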;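 note: inhibitors block probe labeling of enzyme so polarization drops; 0% = enzyme with DMSO and 100% = wells lacking PAFAH2 protein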
core dimer inh: HCV core protein dimerization inhibition | TR-FRET GST/Flag-core106 dimerization, 1536-well | inhibition, % at 5 µM | 300,000 tested, 0.33% active | AID 1899;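 active = inhibition above the mean of all tested compounds plus 3 SD, set per screening campaign, cut at about 45% in these data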
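assay system = GST-tagged and Flag-tagged HCV core protein residues 1-106 | controls = unlabelled core106 and no-GST-core106 wells | incubation = compound-protein-antibody incubation 4 h at 22.5 °C | probe or stimulus = Eu donor and XL665 acceptor anti-tag antibodies | read-out = % inhibition based on acceptor/donor emission ratio | signal = TR-FRET 671 and 617 nm emission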
PP1 counter: PP1-alpha (human) inhibition in PP5 counter-screen; 320,000 tested, 0.9% active; inhibition, % at 6.7 µM; purified PP1alpha, OMFP fluorescence; P62136; AID 2235;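 active = inhibition above the mean inhibition of all tested compounds plus 3 SD, computed separately for each screening campaign, cut at about 15% in these data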
proCasp3 act: activators of human procaspase-3; activation, % at 8.5 µM; recombinant procaspase-3 D3A, Ac-DEVD-pNA absorbance 405 nm; 330,000 tested, 0.11% active; P42574;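 active = activation above the mean of all tested compounds plus 3 SD, cut at about 21% in these data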;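 note: 0% = DMSO alone and 100% = DMSO wells spiked with extra 5 µM PC-3 D3A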
Target sequence (P42574 whole entry D9A/D28A/D175A): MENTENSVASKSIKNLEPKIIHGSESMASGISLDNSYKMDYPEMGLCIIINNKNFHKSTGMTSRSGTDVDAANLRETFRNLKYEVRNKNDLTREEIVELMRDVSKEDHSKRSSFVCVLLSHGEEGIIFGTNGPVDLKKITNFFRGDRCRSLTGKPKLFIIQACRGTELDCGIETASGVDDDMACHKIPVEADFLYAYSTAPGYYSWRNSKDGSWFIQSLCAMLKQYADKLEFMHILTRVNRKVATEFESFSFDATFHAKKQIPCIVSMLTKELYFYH
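Technique: 405 nm absorbance of p-nitroaniline, reads at 0 and 120 min; Test system: Procaspase-3 D3A mutant; Incubation: 1 h enzyme-compound preincubation, then 2 h substrate reaction, 25 °C; Repeats: singlicate, each compound tested once; Benchmarks: low control DMSO wells, high control DMSO plus 5 µM PC-3 D3A.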
* hit, by the source's call; / = no result given. Random draw from the library. Share with any hit: about 5.6%.

Sequence of screens – AHR act, PP5 inh, Fh CTSL1 inh, TPT1 inh, procasp7 counter, PAFAH2 inh, core dimer inh, PP1 counter, proCasp3 act
O=C(CCNC(=O)c1ccc([N+](=O)[O-])cc1)Nc1ccccc1N1CCCC1
 : 4, -0.7, 5, -3, -7, -4, -14, -5, -3
COc1ccc2[nH]c(C)c(C(=O)CN3CC(C)OC(C)C3)c2c1 (stereo not drawn)
 : 15, 1.4, -2, -1, 10, 7, -9, 4, 6
Cc1ccccc1OCCC(=O)OCC(=O)Nc1ccc(C(N)=O)cc1
 : 0, -1.0, -51, -1, 2, -5, 2, 0, 1
COc1cccc(C(=O)N(Cc2ccc(N(C)C)cc2)C2CCS(=O)(=O)C2)c1 (stereo not drawn)
 : 3, 0.9, 3, 1, -3, 9, 1, -1, 2
CC(=O)c1cnc2c(-c3ccc(Cl)cc3)cnn2c1C
 : -2, -1.9, 6, -3, -4, -7, -3, -3, 7
COc1ccc(N2CCN(C(=O)COC(=O)/C=C/c3ccc(C(F)(F)F)cc3)CC2)cc1
 : 0, -1.9, -1, 2, -7, 5, -1, -7, 3
COc1cccc(-c2nn(C)c3sc(C(=O)N4CCOCC4)cc23)c1
 : 58*, 3.2, -2, 3, -14, 8, -19, 3, -4
COc1ccc(OC)c(NC(=O)C2CCC(CNc3c(N4CCOCC4)c(=O)c3=O)CC2)c1 (stereo not drawn)
 : 1, 1.6, -7, 0, 4, -11, 5, -4, 3
CSc1nc(-c2ccccc2)nc(N2CCN(C)CC2)c1C(C)=O
 : 30, -0.4, 2, 3, -16, -3, -3, 1, -7
Cn1c(SCC(=O)NCc2ccc3c(c2)OCO3)nc2scc(-c3cccs3)c2c1=O
 : 17, 3.2, 1, -1, 3, 7, 5, 4, 2
CCOC(=O)N1CCN(Cc2nc(N)nc(Nc3ccc(C)cc3)n2)CC1
 : 3, 0.2, 1, -2, 1, 5, -12, -3, -4
Cn1cc(C(=O)NC2CCCCCC2)c(=O)c2cc(S(=O)(=O)N3CCCC3)ccc21
 : -1, 0.3, 2, -1, 6, -2, 8, -2, 2
N#Cc1ccccc1NC(=O)C1CC(=O)N(c2ccc3c4c(cccc24)CC3)C1 (stereo not drawn)
 : 3, 0.2, 0, -1, -6, -2, 14, -1, -15
O=C(CSc1ccccc1Cl)c1ccco1
 : -2, 4.2, -3, -2, 1, 8, -3, 8, -2
N/C(=N/OCc1cccc([N+](=O)[O-])c1)c1nonc1N
 : 1, -2.3, 2, -1, -6, 13, 3, 1, 1
CCO[C@@H]1OC(C(=O)NCc2ccccc2)=C[C@H](c2ccccc2)[C@H]1CCCO
 : -1, 4.9, -2, 0, -5, 2, -8, -1, 6
CC1(C)S/C(=N/N=C/c2ccco2)NC1=O
 : 10, 2.0, 4, 2, -3, 2, -10, 2, 1
Cn1c(CN2CCCC2)nc2cc(NC(=O)Nc3ccccc3)ccc21
 : 26, 2.5, 1, 3, 6, 3, 2, -1, 5
Cc1ccc(NC(=S)NNC(=O)CSc2nc3ccccc3c(=O)n2-c2ccc(C)cc2)cc1
 : 2, 7.2, -2, 4, -14, 6, 12, 8, -19
CCCc1cc(=O)[nH]c(SCC(=O)Nc2ccc(S(=O)(=O)N3CCCC3)cc2)n1
 : 0, /, /, /, 2, -3, /, /, 6

Going on with the list:
Sequence of screens – AHR act, PP5 inh, Fh CTSL1 inh, TPT1 inh, procasp7 counter, PAFAH2 inh, core dimer inh, PP1 counter, proCasp3 act
CCOc1ccc(/C=N/NC(=O)c2nnn(-c3nonc3N)c2COc2ccc(F)cc2)cc1
 : 0, -0.8, -2, 3, 2, -4, 10, -2, -6
O=C(NCc1ccco1)c1cccc(C(F)(F)F)c1
 : 0, -0.3, 1, 4, 3, 2, 7, -4, -4
COc1ccc(C(=O)N/N=C\C(C)=C\c2ccccc2)cc1OC
 : 3, 0.0, 4, -2, 5, -3, -7, -1, -8
CCOc1ccccc1Nc1nc(N2CCCC2)nc(N2CCOCC2)n1
 : 6, 5.0, -2, -1, -9, 5, -17, 0, -10
CCc1ccc(N2CC(C(=O)Nc3cc(C)on3)CC2=O)cc1 (stereo not drawn)
 : 2, -1.1, 3, -3, 0, 8, 2, 1, -8
COc1cccc(Nc2nc(-c3sc(C)nc3C)cs2)c1
 : 23, 2.1, 5, 0, 7, 8, -9, 1, 6
CCOC(=O)Cc1csc(NC(=O)CN2CCOCC2)n1
 : 2, -0.1, 2, 0, 9, 4, -10, -6, -5
Cc1cc(C)c(C)c(S(=O)(=O)NC2CCN(Cc3ccccc3)CC2)c1C
 : 0, 1.4, 2, -1, -12, 1, -1, -2, 1
COCC(C)N=CC1=C(O)CC(C)(C)CC1=O (stereo not drawn)
 : 0, -2.0, -3, 0, 2, 10, -3, -2, 9
Cc1noc(C)c1NC(=O)Nc1ccc2c(c1)C(=O)N([C@H](C)CO)C[C@H](C)[C@H](CN(C)C)O2
 : 1, /, /, /, -3, 4, /, /, -4
CS(=O)(=O)N(CCc1ccccc1)CC(=O)NCc1ccccc1
 : -1, -2.2, 0, 0, 1, 4, 1, -2, -1
O=S(=O)(c1cccc2cccnc12)N1CCN(Cc2ccc3c(c2)OCO3)CC1
 : 32, 3.9, -9, 0, -7, -9, 8, -2, -5
COc1ccc(C(=O)CCC(=O)O)c(C)c1
 : -3, 2.6, 0, 4, -1, -7, -2, 0, 6
c1coc(CNc2nc(-c3cccs3)cs2)c1
 : 11, 1.5, 6, 7, -40, 2, 11, 0, -22
O=C(Cn1nc(-c2ccco2)ccc1=O)Nc1cc(C(F)(F)F)ccc1Cl
 : 11, 3.3, 1, -2, 9, 0, 1, 4, 5
Cc1ccc(NC(=S)NC(CO)C(O)c2ccc([N+](=O)[O-])cc2)cc1 (stereo not drawn)
 : 1, 2.8, 1, -6, 1, 3, -2, -2, 6
O=c1c(Cc2ccc(F)cc2)c(O)ccn1Cc1cccc(Cl)c1
 : 0, -1.8, -1, -3, 5, -4, 1, 1, -2
CS(=O)(=O)Nc1ccc(C(=O)Nc2cccc([N+](=O)[O-])c2)cc1
 : 1, 0.2, 7, -2, 2, 9, -8, 3, -4
O=C(NCc1ccco1)c1cccc(S(=O)(=O)N2CCOCC2)c1
 : 16, -0.2, -1, -4, 3, 5, -5, -1, 2
CCOc1ccc(CN2CCNC(=O)C2CC(=O)NCCCOc2cccnc2)cc1 (stereo not drawn)
 : -1, 0.4, 1, -4, 7, -5, -1, 1, 4

Rewritten in CSV form: 2 of the compounds above.
canonical_smiles,AHR act,PP5 inh,Fh CTSL1 inh,TPT1 inh,procasp7 counter,PAFAH2 inh,core dimer inh,PP1 counter,proCasp3 act
O=C(NCc1ccco1)c1cccc(C(F)(F)F)c1,0,-0.3,1,4,3,2,7,-4,-4
CCOc1ccccc1Nc1nc(N2CCCC2)nc(N2CCOCC2)n1,6,5.0,-2,-1,-9,5,-17,0,-10

Two entries picked at random from the list so far, as already listed:
Sequence of screens – AHR act, PP5 inh, Fh CTSL1 inh, TPT1 inh, procasp7 counter, PAFAH2 inh, core dimer inh, PP1 counter, proCasp3 act
O=C(Cn1nc(-c2ccco2)ccc1=O)Nc1cc(C(F)(F)F)ccc1Cl
 : 11, 3.3, 1, -2, 9, 0, 1, 4, 5
COc1ccc(C(=O)CCC(=O)O)c(C)c1
 : -3, 2.6, 0, 4, -1, -7, -2, 0, 6

Following part
Sequence of screens – AHR act, PP5 inh, Fh CTSL1 inh, TPT1 inh, procasp7 counter, PAFAH2 inh, core dimer inh, PP1 counter, proCasp3 act
COC(=O)C[C@H]1c2cc(F)ccc2S(=O)(=O)N1Cc1ccccc1
 : -1, -1.9, -1, -1, 3, 4, -1, -6, -7
CC(=O)NC(C1C(=O)CC(C)(C)CC1=O)(C(F)(F)F)C(F)(F)F
 : 0, 2.0, -5, -1, -6, 3, -2, -1, 2
N#CCCn1nc(-c2ccccc2)cc1Nc1ccccc1NC(=O)C(F)(F)F
 : 4, 2.1, -2, -4, -2, -1, -10, -1, 4
Cn1c(=O)c2c(nc(NCCCN3CCOCC3)n2Cc2ccc(Cl)cc2)n(C)c1=O
 : 0, 2.1, 1, -4, -5, 2, -5, -7, 4
CCOC(=O)N1CCN(C(=O)Nc2ccc3nc(C)c(C)nc3c2)CC1
 : 2, 1.1, 3, -3, 5, 3, -5, -2, 4
COc1ccc(CCNC(=O)CCc2cn(C)c3ccccc23)c(OC)c1
 : 48*, 1.9, -1, 0, 0, 3, -5, -1, -9
N#CCCn1c(SCC(=O)NCc2ccco2)nc2ccccc21
 : 1, -1.1, 5, 2, -1, 5, 1, -2, -3
Cn1nc(-c2ccccc2)c(/C=N/O)c1Cl
 : 5, -0.4, -3, 0, 6, 1, 2, -2, 0

One compound at a time (already shown). Order of values: AHR act, PP5 inh, Fh CTSL1 inh, TPT1 inh, procasp7 counter, PAFAH2 inh, core dimer inh, PP1 counter, proCasp3 act
Listed for N#CCCn1c(SCC(=O)NCc2ccco2)nc2ccccc21 : 1, -1.1, 5, 2, -1, 5, 1, -2, -3
Listed for Cn1c(=O)c2c(nc(NCCCN3CCOCC3)n2Cc2ccc(Cl)cc2)n(C)c1=O : 0, 2.1, 1, -4, -5, 2, -5, -7, 4
